PRMT1 FP inh: PRMT1 (human) inhibition, primary screen | recombinant PRMT1, activity-based probe fluorescence polarization | inhibition, % at 2.79 µM | 370,000 compounds, 1.3% hits;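 active = inhibition above about 21% made by adding two undisclosed values, limit read from the data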
SIAE primary: human SIAE inhibition, primary screen. Q9HAT2. SIAE FP-Rh probe binding, fluorescence polarization. inhibition, % at 9.66 µM. AID 1053197. 370,000 compounds, 0.69% hits;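 active = inhibition above a cutoff: mean of compounds within the control limits plus 3 SD of those, cut at about 17% in these data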;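 also: 0% = plate median of compound wells and 100% = probe without SIAE protein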
Target sequence (Q9HAT2 whole entry, looked up): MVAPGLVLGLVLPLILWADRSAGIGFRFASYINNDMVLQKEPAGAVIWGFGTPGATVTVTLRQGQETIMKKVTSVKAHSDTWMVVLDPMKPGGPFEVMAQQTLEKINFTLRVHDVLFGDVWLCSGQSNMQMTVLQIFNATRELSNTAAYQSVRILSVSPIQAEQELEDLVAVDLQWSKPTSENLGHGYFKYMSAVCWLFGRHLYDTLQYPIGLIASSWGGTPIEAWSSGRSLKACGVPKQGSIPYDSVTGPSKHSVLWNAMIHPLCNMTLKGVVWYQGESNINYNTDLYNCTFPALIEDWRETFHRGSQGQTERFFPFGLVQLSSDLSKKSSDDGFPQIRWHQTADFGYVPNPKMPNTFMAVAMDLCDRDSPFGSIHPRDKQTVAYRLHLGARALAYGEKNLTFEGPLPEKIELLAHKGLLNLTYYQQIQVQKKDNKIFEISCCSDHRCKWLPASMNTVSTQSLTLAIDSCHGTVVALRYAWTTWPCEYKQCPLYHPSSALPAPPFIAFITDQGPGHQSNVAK
NPR2 activator: GC-B (human) receptor activation | P20594 | HEK293-GC-B cells, CNP EC30, cGMP TR-FRET; 0% at EC30 CNP, 100% saturating CNP | activation, % at 10 µM | 370,000 compounds, 0.11% hits | AID 1920062;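 active = activation at 10 µM reaching about 35% in either raw or pattern-adjusted values, limit read from the data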
HTRA1 inhibitor: blocks human HTRA1 serine peptidase | inhibition, % at 5.96 µM | Q92743 | AID 504803 | 340,000 compounds, 0.5% hits | recombinant HTRA1, FP-rhodamine activity-based probe, fluorescence polarization; in the data active = inhibition above about 36%;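 also: 0% = enzyme with DMSO and 100% = wells lacking enzyme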
TCR-CD3 inh: human TCR-CD3 binding inhibition; AID 651800; TAMRA-labeled TCR probe fluorescence, biochemical; inhibition, % at 9.4 µM; 360,000 compounds, 0.37% hits; in the data active = inhibition above about 19%;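 also: recombinant mutant TCR 2C K166C tagged with TAMRA read by polarization; 0% = receptor in buffer alone and 100% = receptor with positive control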
TDP2 absorb: blocks human TDP2 phosphodiesterase activity; O95551; recombinant TDP2, T5PNP hydrolysis, p-nitrophenol absorbance 415 nm; inhibition, % at 12.8 µM; 370,000 compounds, 0.34% hits; AID 720702;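 active = inhibition above the mean of all tested compounds plus 3 SD, set per campaign, cut at about 25% in these data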;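 also: 0% = DMSO with enzyme and 100% = buffer with substrate but no TDP2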
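Material: recombinant human TDP2; quantity: TDP2 enzyme at 120 nM final; medium: Tris-HCl pH 7.5 with MgCl2; compound: single concentration, 12.8 µM nominal, with 1% DMSO; incubation: 2 h enzyme incubation at 37 °C; signal: epi absorbance; measure: percent inhibition; benchmarks: high control without enzyme, low control DMSO plus TDP2; repeats: singlicate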
ABHD4 inh: inhibitors of mouse ABHD4 | purified mABHD4, FP-Rh probe fluorescence polarization | inhibition, % at 8.92 µM | 370,000 compounds, 0.54% hits;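 active = inhibition exceeding the mean over every tested compound plus 3 SD, cut at about 30% in these data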;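 also: 0% = plate median of compound wells and 100% = S159A mutant with DMSO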
Target sequence (Q8VD66 whole entry, looked up): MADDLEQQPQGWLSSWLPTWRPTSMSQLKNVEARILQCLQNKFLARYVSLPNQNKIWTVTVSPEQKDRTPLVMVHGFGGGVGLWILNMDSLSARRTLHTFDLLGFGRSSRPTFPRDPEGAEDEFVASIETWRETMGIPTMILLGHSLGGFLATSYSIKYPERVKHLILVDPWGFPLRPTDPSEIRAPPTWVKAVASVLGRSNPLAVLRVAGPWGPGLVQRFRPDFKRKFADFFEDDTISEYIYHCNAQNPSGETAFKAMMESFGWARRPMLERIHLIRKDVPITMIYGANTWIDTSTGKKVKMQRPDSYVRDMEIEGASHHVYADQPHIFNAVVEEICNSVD
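Test system: mABHD4 protein; Read-out basis: % inhibition; Incubation: 45 min + 60 min at 25 °C; Repeats: single replicate; Technique: fluorescence polarization with parallel and perpendicular emission, 525/598 nm; Compound: 8.92 µM, single dose; Benchmarks: full inhibition S159A mutant plus DMSO, zero as sample-well median.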
rCAG RNA binder: binds r(CAG) RNA repeats | inhibition, % at 3 µM | AID 651821 | 370,000 compounds, 1.3% hits | r(CAG) RNA repeat, TO-PRO-1 dye displacement fluorescence;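 active = inhibition above the plate cutoff, the mean of all test compounds on that plate plus 3 SD, cut at about 35% in these data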;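 also: 0% = DMSO alone and 100% = 100 µM mitoxantrone as full dye displacement; higher means more dye released from RNA so lower well fluorescence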
MBD2 DNA inh: blocks human MBD2 binding to methylated DNA | TR-FRET, MBD2 binding to methylated oligonucleotide | inhibition, % at 4.4 µM | 370,000 compounds, 0.31% hits | AID 686964; in the data active = inhibition above about 13%
LEDGF integ inh: blocks HIV-1 LEDGF/p75-dependent DNA integration; inhibition, % at 3.7 µM; 370,000 compounds, 0.64% hits; TR-FRET IN-LEDGF/p75 DNA integration, Eu/Cy5;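 active = inhibition above the screen-wide mean plus 3 SD, cut at about 13% in these data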;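 also: signal is the Cy5 over europium emission ratio at 671 and 618 nm; 0% = plate median of compound wells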
Starred values were filed as active, the others as inactive. An excerpt; the hit share may differ from the screen's.

CCOC(=O)/C(C#N)=N/Nc1ccccc1C(=O)O was read as PRMT1 FP inh -3, SIAE primary -6, NPR2 activator 2, HTRA1 inhibitor -3, TCR-CD3 inh 3, TDP2 absorb -7, ABHD4 inh -5, rCAG RNA binder 1, MBD2 DNA inh -6 and LEDGF integ inh -1.
`Cc1c(NC(=O)C(C)Sc2ccc3ccccc3n2)c(=O)n(-c2ccccc2)n1C` (stereo unspecified) gave PRMT1 FP inh 1, SIAE primary -3, NPR2 activator 2, HTRA1 inhibitor 3, TCR-CD3 inh -6, TDP2 absorb 6, ABHD4 inh 4, rCAG RNA binder -8, MBD2 DNA inh 0 and LEDGF integ inh -5.
Screening CCOc1ccccc1NC1=NCC(=O)N1Cc1ccc(F)cc1 returned PRMT1 FP inh 1, SIAE primary 1, NPR2 activator -1, HTRA1 inhibitor -2, TCR-CD3 inh -6, TDP2 absorb -13, ABHD4 inh 0, rCAG RNA binder 2, MBD2 DNA inh -1 and LEDGF integ inh 4.
Screening Cc1ccc(S(=O)(=O)N2CCN(C(=O)CN3CCN(C)CC3)C2)cc1 returned PRMT1 FP inh -4, SIAE primary -8, NPR2 activator -6, HTRA1 inhibitor 3, TCR-CD3 inh -1, TDP2 absorb 0, ABHD4 inh -8, rCAG RNA binder 3, MBD2 DNA inh 0 and LEDGF integ inh 4.
O=C(COC(=O)c1ccc(O)cc1)Nc1cc(S(=O)(=O)N2CCCCCC2)ccc1Cl was read as PRMT1 FP inh 0, SIAE primary -18, NPR2 activator -4, HTRA1 inhibitor -17, TCR-CD3 inh 2, TDP2 absorb -4, ABHD4 inh -26, rCAG RNA binder 11, MBD2 DNA inh -6 and LEDGF integ inh 3.
`O=C(COC(=O)c1nc(Cl)ccc1Cl)NC1CCCCCC1` gave PRMT1 FP inh 0, SIAE primary 12, NPR2 activator -13, HTRA1 inhibitor 0, TCR-CD3 inh 3, TDP2 absorb 2, ABHD4 inh 0, rCAG RNA binder -4, MBD2 DNA inh 11 and LEDGF integ inh 0.
Cc1nc2ccc(S(=O)(=O)Nc3ccc(-c4nc5cccnc5s4)cc3)cc2s1 was read as PRMT1 FP inh 10, SIAE primary -4, NPR2 activator -4, HTRA1 inhibitor -18, TCR-CD3 inh 4, TDP2 absorb -3, ABHD4 inh -27, rCAG RNA binder 53*, MBD2 DNA inh 3 and LEDGF integ inh 1.
O=C1CC(c2ccccc2)Oc2ccccc21 (stereo unspecified) was read as PRMT1 FP inh -1, SIAE primary 2, NPR2 activator -4, HTRA1 inhibitor -2, TCR-CD3 inh 3, TDP2 absorb 3, ABHD4 inh -1, rCAG RNA binder 0, MBD2 DNA inh 4 and LEDGF integ inh -3.
`Cc1ccc(S(=O)(=O)N2CCOCC2)cc1C(=O)NCc1ccc(F)cc1` gave PRMT1 FP inh -1, SIAE primary 7, NPR2 activator 3, HTRA1 inhibitor -4, TCR-CD3 inh 3, TDP2 absorb 7, ABHD4 inh 5, rCAG RNA binder 2, MBD2 DNA inh -1 and LEDGF integ inh -4.
Screening Cc1cc(C)n(Cc2cnc(N3CCOCC3)s2)n1 returned PRMT1 FP inh 1, SIAE primary 8, NPR2 activator -7, HTRA1 inhibitor 0, TCR-CD3 inh 8, TDP2 absorb 6, ABHD4 inh 5, rCAG RNA binder -2, MBD2 DNA inh -2 and LEDGF integ inh -2.
COc1cccc(C(=O)NCC(=O)N/N=C/c2c(C)[nH]c3ccccc23)c1 was read as PRMT1 FP inh 2, SIAE primary 2, NPR2 activator 7, HTRA1 inhibitor 0, TCR-CD3 inh -2, TDP2 absorb -5, ABHD4 inh 2, rCAG RNA binder 15, MBD2 DNA inh 0 and LEDGF integ inh -5.
Screening N#Cc1c(-c2ccccc2)c(-c2ccccc2)nn(CC(=O)NNC(=O)Nc2ccc(Cl)c(Cl)c2)c1=O returned PRMT1 FP inh -3, SIAE primary -181, NPR2 activator -24, HTRA1 inhibitor -92, TCR-CD3 inh 30*, TDP2 absorb 0, ABHD4 inh -137, rCAG RNA binder 23, MBD2 DNA inh -4 and LEDGF integ inh -6.
CCOC(=O)C1=CN(Cc2ccco2)S(=O)(=O)N(C)C1c1ccc2ccccc2c1 (stereo unspecified) was read as PRMT1 FP inh 10, SIAE primary 1, NPR2 activator 3, HTRA1 inhibitor -21, TCR-CD3 inh -7, TDP2 absorb 3, ABHD4 inh -5, rCAG RNA binder 7, MBD2 DNA inh 4 and LEDGF integ inh -2.
Screening CCOc1ccc(CCNC(=O)c2ccc(F)c(S(=O)(=O)N3CCOCC3)c2)cc1OCC returned PRMT1 FP inh -2, SIAE primary -1, NPR2 activator -1, HTRA1 inhibitor -1, TCR-CD3 inh -2, TDP2 absorb 2, ABHD4 inh -1, rCAG RNA binder -7, MBD2 DNA inh -3 and LEDGF integ inh 1.
`CCOC(=O)c1[nH]c(C)c(C(=O)OCC(=O)N2CCCCC2C)c1C` (stereo unspecified) gave PRMT1 FP inh 1, SIAE primary 6, NPR2 activator 10, HTRA1 inhibitor -4, TCR-CD3 inh 2, TDP2 absorb 7, ABHD4 inh -1, rCAG RNA binder -9, MBD2 DNA inh -7 and LEDGF integ inh 0.
O=S(=O)(c1ccc(Cl)cc1)N1CCN2CCCC2C1 (stereo unspecified) was read as PRMT1 FP inh -2, SIAE primary 2, NPR2 activator 3, HTRA1 inhibitor 0, TCR-CD3 inh 0, TDP2 absorb 2, ABHD4 inh 9, rCAG RNA binder -2, MBD2 DNA inh 8 and LEDGF integ inh 0.
For CC(=O)c1cccc(NC(=O)C(=O)c2cn(CC(=O)N3CCCCC3)c3ccccc23)c1 the results were PRMT1 FP inh -1, SIAE primary -15, NPR2 activator 5, HTRA1 inhibitor -3, TCR-CD3 inh 5, TDP2 absorb 10, ABHD4 inh -6, rCAG RNA binder -2, MBD2 DNA inh 2 and LEDGF integ inh 0.
COCCC(C(=O)Oc1c(C(C)(C)C)cc(C)cc1C(C)(C)C)c1ccccc1 (stereo unspecified) was read as PRMT1 FP inh 0, SIAE primary 3, NPR2 activator -7, HTRA1 inhibitor -1, TCR-CD3 inh 5, TDP2 absorb 1, ABHD4 inh -1, rCAG RNA binder -2, MBD2 DNA inh 2 and LEDGF integ inh -2.
CCCCCCCCNC(=O)C1CSCCS(=O)(=O)N1Cc1ccccc1 (stereo unspecified) was read as PRMT1 FP inh -2, SIAE primary -5, NPR2 activator 1, TDP2 absorb -6, ABHD4 inh -8, rCAG RNA binder -2, MBD2 DNA inh -4 and LEDGF integ inh 6.
`CC1Cc2cc(/C(O)=C3/C(=O)C(=O)N(CCCn4ccnc4)C3c3ccc([N+](=O)[O-])cc3)ccc2O1` (stereo unspecified) gave PRMT1 FP inh 5, SIAE primary 7, NPR2 activator 0, HTRA1 inhibitor 6, TCR-CD3 inh 0, TDP2 absorb 11, ABHD4 inh 12, rCAG RNA binder 11, MBD2 DNA inh 6 and LEDGF integ inh 4.

Reprinted from the results shown (3 entries):
COCCC(C(=O)Oc1c(C(C)(C)C)cc(C)cc1C(C)(C)C)c1ccccc1 (stereo unspecified) was read as PRMT1 FP inh 0, SIAE primary 3, NPR2 activator -7, HTRA1 inhibitor -1, TCR-CD3 inh 5, TDP2 absorb 1, ABHD4 inh -1, rCAG RNA binder -2, MBD2 DNA inh 2 and LEDGF integ inh -2.
CCCCCCCCNC(=O)C1CSCCS(=O)(=O)N1Cc1ccccc1 (stereo unspecified) was read as PRMT1 FP inh -2, SIAE primary -5, NPR2 activator 1, TDP2 absorb -6, ABHD4 inh -8, rCAG RNA binder -2, MBD2 DNA inh -4 and LEDGF integ inh 6.
`CC1Cc2cc(/C(O)=C3/C(=O)C(=O)N(CCCn4ccnc4)C3c3ccc([N+](=O)[O-])cc3)ccc2O1` (stereo unspecified) gave PRMT1 FP inh 5, SIAE primary 7, NPR2 activator 0, HTRA1 inhibitor 6, TCR-CD3 inh 0, TDP2 absorb 11, ABHD4 inh 12, rCAG RNA binder 11, MBD2 DNA inh 6 and LEDGF integ inh 4.

More compounds:
`CC1CCN(C(=O)c2ccc(SCc3ccccc3F)c([N+](=O)[O-])c2)CC1` gave PRMT1 FP inh -3, SIAE primary 2, NPR2 activator 8, HTRA1 inhibitor 2, TCR-CD3 inh 6, TDP2 absorb 4, ABHD4 inh 7, rCAG RNA binder -2, MBD2 DNA inh -4 and LEDGF integ inh 1.
Cn1c(Cc2ccccc2)nnc1SCC(=O)Nc1cccc(S(=O)(=O)NC2=NCCCCC2)c1 was read as PRMT1 FP inh -4, SIAE primary -3, NPR2 activator 0, HTRA1 inhibitor 5, TCR-CD3 inh 5, TDP2 absorb 6, ABHD4 inh -1, rCAG RNA binder 4, MBD2 DNA inh -2 and LEDGF integ inh -1.
Screening CC(C)[C@@H](C)/C=C/[C@@H](C)[C@H]1CC[C@@H]2[C@]1(C)CCC1[C@]23C=C[C@]2(C[C@@H](O)CC[C@]12C)N(c1ccc([N+](=O)[O-])cn1)O3 (stereo partly specified) returned PRMT1 FP inh 2, SIAE primary 7, NPR2 activator -3, TCR-CD3 inh 0, TDP2 absorb -1, ABHD4 inh 4, rCAG RNA binder 27, MBD2 DNA inh -6 and LEDGF integ inh 3.
For Nc1cccc(-c2nc3ccc(N)cc3s2)c1 the results were PRMT1 FP inh 0, SIAE primary -5, NPR2 activator 4, HTRA1 inhibitor 1, TCR-CD3 inh -6, TDP2 absorb -3, ABHD4 inh 11, rCAG RNA binder 8, MBD2 DNA inh -1 and LEDGF integ inh -1.
`Cc1cccc2nc(C(F)(F)F)nc(=O)n12` gave PRMT1 FP inh 1, SIAE primary -1, NPR2 activator 8, HTRA1 inhibitor 3, TCR-CD3 inh -4, TDP2 absorb -1, ABHD4 inh 5, rCAG RNA binder 1, MBD2 DNA inh 4 and LEDGF integ inh 4.
Screening COC(=O)Cc1ccc(NC(=S)NN2CCOCC2)cc1 returned PRMT1 FP inh 3, SIAE primary -1, NPR2 activator -2, HTRA1 inhibitor 0, TCR-CD3 inh -8, TDP2 absorb -1, ABHD4 inh 11, rCAG RNA binder 3, MBD2 DNA inh -1 and LEDGF integ inh 1.

Source: PubChem BioAssay
